RSV CPE inhibition – inhibition of RSV-induced cytopathic effect – HEp-2 cells, primary 10 µM value included (AID 2391); HEp-2 cells, RSV-induced CPE inhibition; higher % means a stronger effect; one-dose CPE inhibition, % at 10 µM; IC50 in µM for titrated hits; 0.13% of 310,000 active; in the data active = a potency from the dose series; inconclusive = CPE inhibition mostly from about 23% at the one dose, without a potency; inactive = the rest, 99 in 100 with CPE inhibition below about 21%; also: strong numbers were not always called active
PhoP inhibition – PhoP-dependent GFP reporter repression – Salmonella Typhimurium, primary screen (AID 1863). S. Typhimurium PhoP-regulated promoter GFP reporter, 4 h; higher % means a stronger effect. 0.16% of 300,000 active. inhibition, % at 50 µM; hits with a dose series show IC50 in µM;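 active = inhibition over 29.93%, a cutoff 3 SD above the screen mean, later confirmed by dose response; inconclusive = inhibition over 29.93% but no dose response follow-up; inactive = inhibition at most 29.93% or unconfirmed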;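 also: 0% = low Mg2+ inducing control and 100% = high Mg2+ repressing control; strong numbers were not always called active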
TNAP activators – human TNAP enzyme activators, primary screen, biochemical, luminescent, no phosphate acceptor, uHTS (AID 1001); 0.03% of 200,000 active; purified TNAP, luminescent activation assay, no phosphate acceptor; higher activation fold means a stronger effect; one-dose activation fold at 20 µM; EC50 in µM for titrated hits; in the data active = activation fold from about 3, or a potency from the dose series; inactive = the rest, 99 in 100 with activation fold below about 1.6; also: many of its hits are not listed in these tables
Myeloid diff MLP – compounds promoting myeloid differentiation; 1% of 360,000 active; ER-HoxA9 myeloid progenitors, lysozyme-GFP differentiation, flow cytometry; AID 624256; calls only at 10 µM;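 active = normalized GFP-positive differentiation at or above the plate's own cutoff, the solvent-only control mean plus 3 SD; inconclusive = no clear call, values can overlap the other calls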;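 also: cells exposed to compound for four days before flow analysis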
K1F lysis inhibition – protection from phage-mediated lysis, alamar blue read-out – E. coli UTI89, K1F phage, bacterial capsule biogenesis inhibitors (AID 488966); E. coli UTI89 K1F phage lysis, alamar blue, 2 h; higher % means a stronger effect; one-dose inhibition, % at 100 µM; IC50 in µM for titrated hits; 0.02% of 340,000 active;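 active = phage lysis inhibition, versus mean bacterial control, above a set limit; inconclusive = no clear call, values can overlap the other calls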;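 also: capsule biogenesis inhibitors block K1F phage lysis so surviving cells raise fluorescence; higher fluorescence means more inhibition of phage lysis; actives were called in the ten point dose series up to 300 µM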
T cell modulator – modulates CD8 T cell binding to vesicles | 0.068% of 330,000 active | AID 2052 | calls only at 7 µM | 2C CD8+ T cell-vesicle binding, flow cytometry; hits give low values;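 active = response, share of CD8 T cells binding vesicles, and their 90th percentile fluorescence all below set limits, cut at about 80% in these data, passing the limit was not always enough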
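material = purified 2C TCR transgenic mouse naive CD8+ T cells | controls = Unloaded micro-vesicles (low), QL9 vesicles with 0.7% DMSO (high) | detection = cytometric PE anti-B7-1 and Alexa647 anti-CD8 signals after 1% paraformaldehyde fixation | incubation = binding step 1.5 h, 37 °C, antibody labelling 20 min, ice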
Large T inhibition – SV40 large T antigen inhibitors, biochemical (AID 1903). SV40 large T antigen ATPase/helicase inhibition assay; higher % means a stronger effect. inhibition, % at 20 µM, or IC50 in µM where a hit was titrated. 0.39% of 310,000 active; in the data active = a potency from the dose series; inconclusive = inhibition mostly from about 32% at the one dose, without a potency; inactive = the rest, 99 in 100 with inhibition below about 32%; also: strong numbers were not always called active
Rac1 GTP hydrolysis – MgcRacGAP GTPase-activating activity inhibitors, confirmation, biochemical, ADP Hunter fluorescence; MgcRacGAP-stimulated Rac1 GTP hydrolysis, ADP Hunter fluorescence; higher % means a stronger effect; GST-tagged Rac1 F28L mutant substrate; inhibition, % at 30 µM; hits with a dose series show IC50 in µM; 0.6% of 340,000 active; AID 624330;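 active = first-screen hits whose inhibition reached a set limit at any dose in the follow-up dose series; inconclusive = inhibition above the set first-screen limit but never retested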;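 also: fluorescence reports GDP produced by GAP-driven GTP hydrolysis; strong numbers were not always called active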
NTR1 ag – agonists of NTR1, primary screen, imaging, U2OS cells, beta-arrestin-GFP, high content (AID 493036); P30989; NTR1-U2OS beta-arrestin-GFP spot imaging, agonist mode; activation, % at 20 µM; 0.17% of 330,000 active;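 active = activation at or above 40% of the spot to cytoplasm intensity ratio, with at least 20 cells analyzed; inconclusive = wells under 20 cells, flagged as cytotoxic or low count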;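 also: 0% = DMSO without peptide and 100% = 100 nM NTR1 peptide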
Target sequence (P30989 whole entry, looked up): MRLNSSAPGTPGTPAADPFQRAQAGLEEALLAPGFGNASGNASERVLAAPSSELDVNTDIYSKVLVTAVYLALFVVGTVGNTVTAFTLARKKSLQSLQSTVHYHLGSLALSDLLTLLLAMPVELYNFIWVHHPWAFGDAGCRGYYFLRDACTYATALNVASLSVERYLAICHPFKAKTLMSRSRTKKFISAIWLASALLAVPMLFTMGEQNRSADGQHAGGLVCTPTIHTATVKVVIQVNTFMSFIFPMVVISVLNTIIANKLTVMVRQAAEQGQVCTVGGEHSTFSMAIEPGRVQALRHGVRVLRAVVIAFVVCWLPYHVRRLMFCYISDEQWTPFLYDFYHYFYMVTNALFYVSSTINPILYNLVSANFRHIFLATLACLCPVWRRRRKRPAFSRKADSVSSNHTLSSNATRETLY
T cell modulator vesicle-bound % – also measured in T cell modulator; calls as there; double positive events, %; measured here: CD8+ vesicle-bound cell fraction;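 binding gate set so that unloaded-vesicle control wells show 10% double positive cells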
NTR1 ag cell count 20 µM – recorded beside NTR1 ag, whose call it bears; cell count; measured here: cell count, cytotoxicity flag
Myeloid diff MLP GFP+ MAC1+ % – second read-out of Myeloid diff MLP, no call of its own (marks repeat the call); GFP+ MAC1+ double positive, %; measured here: differentiation confirmed by MAC1 staining
* marks the source's active call; other numbers are inactive results; i = inactive; ? = inconclusive; . = no result given; [ ] = another dose, or the depositor's remark.

SMILES	RSV CPE inhibition	PhoP inhibition	TNAP activators	Myeloid diff MLP	Myeloid diff MLP GFP+ MAC1+ %	K1F lysis inhibition	T cell modulator	T cell modulator vesicle-bound %	Large T inhibition	Rac1 GTP hydrolysis	NTR1 ag	NTR1 ag cell count 20 µM
CCOC(=O)c1cc(-c2ccc(OC(F)F)cc2)nc2nc(SC)[nH]c(=O)c12	6.4%	-6%	1.1	i	0.2	0.2%	i	58	-1%	16%	0.5	71
COc1ccc(C(=O)NCc2nnc(SCC(=O)Nc3cc(C)on3)o2)cc1OC	0.2%	-4%	1.8	i	0.6	0.7%	i	27	14%	2%	-0.7	52
Nc1nc(Nc2ccccc2)nc(NCc2ccccc2)c1[N+](=O)[O-]	14%	-16%	.	i	0.9	0.2%	i	20	8%	5%	26	52
Cc1cccc(C2c3[nH]c4ccccc4c3CCN2C(=O)c2noc3c2CCCC3)n1 (stereo not given)	8.1%	7%	1.1	i	0.6	0.3%	i	29	-1%	6%	0.4	38
Cc1c(CC(=O)N2CCC(C(N)=O)CC2)c(=O)oc2cc3c(cc12)CCC1(CCCCC1)O3	1.1%	12%	.	i	1.6	-0.3%	i	14	1%	2%	3.3	79
CC/C(=N\NC(=O)c1nnn(-c2nonc2N)c1-c1ccc2c(c1)OCO2)c1ccccc1	4.6%	2%	.	i	0.7	0.2%	i	14	10%	4%	1.4	46
C=C1C(C(=O)N2CCOCC2)C1C(=O)N1CCOCC1 (stereo not given)	0.7%	5%	1.2	i	9.2	0.2%	i	44	4%	6%	0.5	49
O=C(CN(Cc1ccccc1)C1=NCCS1)c1ccc(Cl)cc1	0.3%	8%	1.1	i	0.2	0.9%	i	56	15%	1%	1.7	116
CC(C)(C)C1CCC(=NNc2ccc(S(N)(=O)=O)cc2[N+](=O)[O-])CC1 (stereo not given)	1.9%	-7%	1	i	0.9	4.2%	i	26	12%	3%	27	48
CC(Oc1ccc(Br)cc1)C(=O)NCC(C)(C)N1CCOCC1 (stereo not given)	3.3%	5%	.	i	0.3	0.0%[50 µM]	i	19	13%	2%	-0.8	49
Cc1ccc2c(=O)[nH]c(Cc3ccccc3C(=O)O)nc2c1	1.1%	-1%	.	i	0.6	-0.1%	i	23	12%	10%	0.0	62
Cc1cccc(NC(=O)c2ccc(N(C)C3CCCCC3)c([N+](=O)[O-])c2)n1	0.8%	12%	1.1	?	.	2.0%	i	59	1%	7%	12	80
COCCCNc1nc2ccccc2nc1NS(=O)(=O)c1cccc(Cl)c1	2.3%	.	.	i	0.4	0.2%	i	54	3%	7%	-1.0	84
Cc1ccc(NC(=O)c2ccc3ccccc3n2)cc1S(=O)(=O)N1CCOCC1	-0.1%	2%	0.9	i	0.6	-0.3%	i	41	10%	6%	5.2	47
O=C1c2ccccc2C(=O)N1CC1CCCO1 (stereo not given)	1.8%	1%	1.1	i	0.8	0.3%	i	16	4%	4%	-1.0	66
O=C(CCn1c(=O)oc2ccccc21)N1CCN(c2ccccc2F)CC1	1.3%	6%	1	i	0.8	0.0%	i	17	7%	3%	0.1	75
CCOC(=O)C1CCCN(C(=O)CCNC(=O)Cn2ccc3ccccc3c2=O)C1 (stereo not given)	2.8%	-2%	.	i	0.3	0.3%	i	16	2%	6%	1.1	43
Cn1c(=O)c2c(nc(Sc3ncnn3CC(=O)N3CCOCC3)n2C)n(C)c1=O	1.7%	-12%	.	i	0.4	0.1%	i	13	6%	4%	-0.3	62
Cc1csc(NC(=O)c2cc(C)on2)n1	0.3%	.	.	i	0.7	0.3%[50 µM]	i	22	.	8%	-0.2	59
CCN(CC)S(=O)(=O)c1ccc(Cl)c(NC(=O)COC(=O)c2ccc([N+](=O)[O-])o2)c1	1.3%	5%	.	i	0.2	-0.3%	i	58	10%	3%	0.7	62
OCCNC(=S)Nc1ccc2c(c1)OCCO2	0.3%	-6%	.	i	0.6	0.1%	i	50	4%	8%	-0.6	51
O=C(COc1ccc(Cl)cc1)NNC(=O)c1ccccc1C(=O)O	0.0%	2%	.	i	0.0	0.3%[50 µM]	i	64	14%	4%	1.1	74
O=C(CCC1CCCCC1)Nc1c[nH]c(=O)[nH]c1=O	?	17%	1.2	i	0.3	0.7%	i	38	7%	4%	-1.2	54
CCN(CC)C(=O)Cn1cc(S(=O)(=O)CC(=O)NCc2ccc(C)cc2)c2ccccc21	0.9%	0%	.	i	1.0	-0.7%[50 µM]	i	39	4%	3%	0.4	66
CN(C)S(=O)(=O)c1cccc(C(=O)N=C2N=C3C=CC(Cl)=CN3Cc3ccccc32)c1	-0.3%	-3%	.	i	0.4	0.1%	i	34	5%	7%	1.2	54
N#CC1=C(N)Oc2cc3c(cc2C1c1ccc(Cl)cc1)OCO3 (stereo not given)	-1.6%	8%	1.1	i	7.9	0.2%	i	24	4%	0%	4.2	37
CCCCN(CCCC)CCCNC(=O)Cn1cc2c(n1)-c1c(oc(C(=O)N3CCCC3)c1C)CC2	0.0%	-1%	.	i	5.7	0.1%	i	12	.	8%	0.3	72
Nc1nc(-c2ccco2)nn1C(=O)c1ccccc1	3.0%	7%	1	i	0.5	-0.4%	i	28	9%	10%	1.2	39
CCOc1ccc2nc(NC(=O)C3=NNC(=O)CC3)sc2c1	-0.3%	3%	1.8	i	0.6	2.6%	i	3	-5%	6%	1.1	61
O=C(c1cc2cc(Br)ccc2[nH]1)N1CCc2ccccc21	1.4%	-1%	.	i	1.2	1.9%[50 µM]	i	11	-3%	7%	1.9	92
COc1cccc(CN2CC(C(=O)NCCc3ccc(C)o3)CCC2=O)c1 (stereo not given)	0.3%	-5%	.	i	1.0	0.9%[50 µM]	i	15	19%	10%	0.1	56
CC(C)C[C@H](NC(=O)c1nc[nH]c1C(=O)NCC(=O)OCc1ccccc1)C(=O)OCc1ccccc1	4.9%	.	.	i	0.0	-0.2%	i	35	15%	14%	22	97
c1ccc(-c2noc(-c3ccc4c(c3)OCO4)n2)cc1	2.7%	-8%	1	i	0.4	0.1%	i	60	5%	14%	0.4	75
N#Cc1nc(COc2cccc(Cl)c2)oc1NCc1ccncc1	5.3%	10%	1	i	0.4	2.9%	i	23	5%	4%	-0.9	59
Cc1c(C=O)c2cc(OCc3ccccc3)ccc2n1C	3.6%	-2%	.	i	0.2	0.7%	i	55	5%	4%	3.3	56
Cc1occc1-c1nnc(SCC(=O)c2ccc(Cl)cc2)n1C	1.6%	-4%	1.1	i	0.8	2.4%	i	51	14%	6%	-1.2	54
Cc1oc2c(c1C(=O)O)C(=O)c1ccccc1C2=O	0.7%	2%	1	i	1.7	-0.2%	i	39	4%	-4%	-3.1	56
Cc1ccc(CNC(=O)COC(=O)C2CCC2)cc1	.	.	.	i	0.9	-2.3%	i	37	.	1%	1.5	76
O=C(COc1ccccc1)N/N=C/c1cc2c(cc1[N+](=O)[O-])OCO2	2.1%	0%	1.2	i	5.5	2.7%	.	.	15%	9%	2.7	53
CC1Cc2ccccc2N1C(=O)CSc1nnnn1C(C)C (stereo not given)	1.9%	8%	1	i	0.5	2.7%	i	20	-3%	5%	-1.1	98
Cc1c(NC(=O)CSc2ccc(Cl)cc2)cccc1-c1nc2cc(Cl)ccc2o1	1.0%	-9%	1.1	i	0.2	0.5%[50 µM]	i	8	-3%	6%	19	56
CCOC(=O)C1CCN(C(=O)c2cc(S(=O)(=O)N3CCOCC3)c(Cl)cc2Cl)CC1	0.6%	0%	0.8	i	0.7	0.0%	i	44	-3%	10%	-1.6	40
Cc1cc(C)cc(NC(=O)CSc2nc(=O)n3cc(C)ccc3n2)c1	3.6%	3%	.	i	0.4	0.8%[50 µM]	i	12	17%	3%	1.5	52
CCn1c(CCNC(=O)c2cccs2)n[nH]c1=S	2.2%	-2%	0.9	i	0.6	0.2%	i	44	23%	11%	-0.8	68
Cc1ccc(C)c(NC(=O)CSc2sc3c(O)cc(=O)[nH]c3c2C#N)c1	7.6%	1%	.	i	0.4	-0.3%	i	33	6%	7%	0.3	47
CC(=O)c1cc(OC(=O)N2CCOCC2)ccc1OC(=O)N1CCOCC1	1.3%	-9%	1.1	i	0.4	-0.1%	i	12	2%	7%	1.1	71
Cc1ccc(Cn2nnnc2CN2CCC(NC(=O)C(C)(C)C)CC2)cc1	2.2%	-9%	1.1	i	0.5	0.7%	i	25	8%	-2%	2.9	48
COc1ccccc1C(CC(=O)N1CCCC1)c1ccc2c(c1)OCO2 (stereo not given)	0.3%	-1%	1.1	i	0.4	-0.7%	i	26	8%	-1%	-1.2	87

Quoted at random: five compounds from above
SMILES	RSV CPE inhibition	PhoP inhibition	TNAP activators	Myeloid diff MLP	Myeloid diff MLP GFP+ MAC1+ %	K1F lysis inhibition	T cell modulator	T cell modulator vesicle-bound %	Large T inhibition	Rac1 GTP hydrolysis	NTR1 ag	NTR1 ag cell count 20 µM
O=C(CCn1c(=O)oc2ccccc21)N1CCN(c2ccccc2F)CC1	1.3%	6%	1	i	0.8	0.0%	i	17	7%	3%	0.1	75
O=C1c2ccccc2C(=O)N1CC1CCCO1 (stereo not given)	1.8%	1%	1.1	i	0.8	0.3%	i	16	4%	4%	-1.0	66
CC(C)(C)C1CCC(=NNc2ccc(S(N)(=O)=O)cc2[N+](=O)[O-])CC1 (stereo not given)	1.9%	-7%	1	i	0.9	4.2%	i	26	12%	3%	27	48
O=C(COc1ccccc1)N/N=C/c1cc2c(cc1[N+](=O)[O-])OCO2	2.1%	0%	1.2	i	5.5	2.7%	.	.	15%	9%	2.7	53
O=C(COc1ccc(Cl)cc1)NNC(=O)c1ccccc1C(=O)O	0.0%	2%	.	i	0.0	0.3%[50 µM]	i	64	14%	4%	1.1	74

Bioassay records: PubChem BioAssay, several laboratories
